Screening data from PubChem.
HTRA1 inhibitor: HTRA1 serine protease inhibitors, primary screen, biochemical, fluorescence polarization, HTS; recombinant HTRA1, FP-rhodamine activity-based probe; Q92743; actives 0.5% (n = 340,000); inhibition, % at 5.96 µM; in the data active = inhibition above about 36%;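 note: 0% = enzyme with DMSO and 100% = wells lacking enzyme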
LEDGF integ inh: blockers of LEDGF/p75-dependent integrase strand transfer – biochemical, TR-FRET, high throughput, primary screen | HIV-1 integrase (with human LEDGF/p75) | TR-FRET IN-LEDGF/p75 DNA integration, Eu/Cy5 | inhibition, % at 3.7 µM | actives 0.64% (n = 370,000) | AID 743269, 2014;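 active = inhibition above the screen-wide mean plus 3 SD, cut at about 13% in these data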;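 note: signal is the Cy5 over europium emission ratio at 671 and 618 nm; 0% = plate median of compound wells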
PG9 Ab binder: binders of HIV-1 gp120 antibody PG9, primary screen, biochemical, TR-FRET; inhibition, % at 6.7 µM; actives 0.43% (n = 360,000); TR-FRET gp120-PG9 antibody binding; AID 624416, 2012; HIV-1 gp120 / PG9 antibody interaction; in the data active = inhibition above about 8.5%
DDE Tn7 FP inh: inhibitors of Tn7 peptide binding to fibrin DD(E), primary screen, biochemical, fluorescence polarization, human fibrin, Tn7 probe; actives 0.13% (n = 370,000); FP displacement of FITC-Tn7 peptide from fibrin DD(E); 0% = median of compound wells per plate; inhibition, % at 8.3 µM; AID 720508, 2013;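 active = inhibition above the mean of compounds falling within the control limits plus 3 SD of them, cut at about 14% in these data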;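 note: 0% = plate median of compound wells and 100% = 10 µM Aha-Tn7 peptide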
Target sequence (P02675 whole entry, looked up): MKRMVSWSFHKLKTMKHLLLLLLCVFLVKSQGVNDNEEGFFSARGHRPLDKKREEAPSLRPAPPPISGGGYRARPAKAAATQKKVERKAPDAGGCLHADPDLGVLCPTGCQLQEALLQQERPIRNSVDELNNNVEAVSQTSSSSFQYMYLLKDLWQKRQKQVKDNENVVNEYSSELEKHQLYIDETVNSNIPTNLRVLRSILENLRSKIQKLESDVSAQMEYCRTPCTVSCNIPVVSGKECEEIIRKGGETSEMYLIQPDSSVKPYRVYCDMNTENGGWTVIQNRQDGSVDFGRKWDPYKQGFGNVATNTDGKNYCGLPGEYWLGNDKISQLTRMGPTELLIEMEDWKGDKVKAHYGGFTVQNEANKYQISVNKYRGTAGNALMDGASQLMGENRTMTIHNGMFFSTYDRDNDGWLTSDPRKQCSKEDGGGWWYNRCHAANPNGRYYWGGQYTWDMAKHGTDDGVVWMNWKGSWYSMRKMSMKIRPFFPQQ
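system = human fibrin DD(E) protein | quantity = DD(E) 2 µM final | medium = Tris/NaCl/CaCl2 buffer, pH 7.8 | also added = labelled Tn7 tracer, 0.1 µM | compound dosing = single point at 8.3 µM | timing = compound with protein 10 min, then 3 h after probe, room temperature | signal = FP measurement | benchmarks = Aha-Tn7 high control | repeats = one replicate per compound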
TCR-CD3 inh: inhibitors of human TCR-CD3 interaction, primary screen, biochemical, fluorescence, TAMRA-labeled TCR probe | inhibition, % at 9.4 µM | actives 0.37% (n = 360,000) | AID 651800, 2012; in the data active = inhibition above about 19%;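 note: recombinant mutant TCR 2C K166C tagged with TAMRA read by polarization; 0% = receptor in buffer alone and 100% = receptor with positive control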
mABHD4 FP: ABHD4 inhibitors, primary screen, biochemical, fluorescence polarization, mouse | (Lyso)-N-acylphosphatidylethanolamine lipase (Mus musculus), Q8VD66 | purified mABHD4, FP-Rh probe fluorescence polarization | inhibition, % at 8.92 µM | actives 0.54% (n = 370,000);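 active = inhibition exceeding the mean over every tested compound plus 3 SD, cut at about 30% in these data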;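 note: 0% = plate median of compound wells and 100% = S159A mutant with DMSO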
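assay system = mABHD4 protein | compound dosing = single nominal dose of 8.92 µM, 0.89% DMSO final | read-out basis = percent inhibition of probe binding, normalized to plate controls | schedule = Enzyme–compound pre-incubation 45 min, then probe 60 min, both 25 °C | detection = fluorescence polarization, excitation 525 nm, emission 598 nm, BODIPY TMR filters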
UHRF1 MBD2 ctr: UHRF1 methylated DNA binding inhibitors, primary screen, counter-screen for MBD2 inhibitor project, biochemical, TR-FRET, human UHRF1, single concentration. inhibition, % at 4.4 µM. actives 0.75% (n = 370,000). E3 ubiquitin-protein ligase UHRF1 (Homo sapiens), Q96T88. AID 687016, 2013. UHRF1 binding to methylated oligo; in the data active = inhibition above about 21%;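 note: UHRF1 SRA domain binding a hemimethylated CpG hairpin DNA probe; 0% = median of test compound wells and 100% = reference inhibitor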
SIAE inh: human SIAE inhibitors, primary screen, biochemical, fluorescence polarization, FP-Rh probe, 1536-well HTS. Sialate O-acetylesterase (Homo sapiens), Q9HAT2. SIAE FP-Rh probe binding. inhibition, % at 9.66 µM. actives 0.69% (n = 370,000). AID 1053197, 2014;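 active = inhibition above a cutoff: mean of compounds within the control limits plus 3 SD of those, cut at about 17% in these data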;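 note: 0% = plate median of compound wells and 100% = probe without SIAE protein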
PRMT1 inh: PRMT1 methyltransferase inhibitors, primary screen, biochemical, fluorescence polarization. actives 1.3% (n = 370,000). AID 652257, 2013. recombinant PRMT1, activity-based probe fluorescence polarization. inhibition, % at 2.79 µM;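 active = inhibition above about 21% made by adding two undisclosed values, limit read from the data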
TDP2 inh: human TDP2 enzyme inhibitors, primary screen, biochemical, epi absorbance, recombinant enzyme; Tyrosyl-DNA phosphodiesterase 2 (Homo sapiens), O95551; T5PNP hydrolysis, p-nitrophenol absorbance 415 nm; inhibition, % at 12.8 µM; actives 0.34% (n = 370,000); AID 720702, 2013;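 active = inhibition above the mean of all tested compounds plus 3 SD, set per campaign, cut at about 25% in these data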;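 note: 0% = DMSO with enzyme and 100% = buffer with substrate but no TDP2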
Target sequence (O95551 whole entry, looked up): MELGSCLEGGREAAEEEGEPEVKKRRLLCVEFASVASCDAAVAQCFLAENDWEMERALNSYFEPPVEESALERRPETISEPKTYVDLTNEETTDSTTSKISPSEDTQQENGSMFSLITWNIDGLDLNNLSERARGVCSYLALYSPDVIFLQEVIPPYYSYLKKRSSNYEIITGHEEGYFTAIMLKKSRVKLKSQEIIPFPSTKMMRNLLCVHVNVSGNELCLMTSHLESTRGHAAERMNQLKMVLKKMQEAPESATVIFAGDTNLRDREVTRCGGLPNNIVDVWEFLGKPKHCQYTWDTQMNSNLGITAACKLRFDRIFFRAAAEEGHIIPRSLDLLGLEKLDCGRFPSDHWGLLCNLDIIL
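test system = human TDP2 enzyme | input = TDP2 enzyme at 120 nM final | medium = 50 mM Tris-HCl pH 7.5 with Mg2+, KCl, DTT, BSA | also added = T5PNP substrate, 5 mM | times = 2 h at 37 °C | technique = epi absorbance | benchmarks = high control without enzyme, low control DMSO plus TDP2 | replication = each compound tested once, singlicate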
Active calls of the source: *; / = no result given. The order is random, and some 4.2% of all compounds hit somewhere here.

SMILES | HTRA1 inhibitor | LEDGF integ inh | PG9 Ab binder | DDE Tn7 FP inh | TCR-CD3 inh | mABHD4 FP | UHRF1 MBD2 ctr | SIAE inh | PRMT1 inh | TDP2 inh
O=C(Nc1cccc(-c2cn3cccnc3n2)c1)c1ccc(Br)o1 | -8 | 3 | -0.5 | -1 | 4 | -12 | -2 | 4 | -1 | -8
c1ccc(-c2ccccc2OCCCN2CCCCCC2)cc1 | 2 | -1 | 0.7 | -5 | 6 | 13 | 1 | 4 | -3 | -5
O=C(Cn1cc(S(=O)(=O)Cc2cccc([N+](=O)[O-])c2)c2ccccc21)N1CCOCC1 | 4 | -2 | -1.1 | -10 | -3 | 12 | 1 | -5 | 2 | -1
CC(NC(=O)COC(=O)c1ccc2c(c1)OCO2)c1ccccc1 (configuration not stated) | 5 | -3 | -2.4 | -4 | -9 | -2 | 3 | 1 | -2 | -6
COc1ccc(-n2nc(C(=O)NCC(=O)N3CCCCCC3)c3ccccc3c2=O)cc1Cl | 0 | -4 | -0.5 | 2 | 1 | 6 | 0 | 11 | 4 | -8
COc1ccc(S(=O)(=O)Nc2ccc3c(c2)C(=O)N([C@H](C)CO)C[C@H](C)[C@@H](CN(C)C(=O)Nc2ccc(F)cc2)OCCCC[C@H](C)O3)cc1 | -24 | -4 | -0.9 | -5 | -5 | -4 | 2 | -2 | 7 | 2
Cc1nc(NNC(=O)c2ccc([N+](=O)[O-])cc2)cc(-c2ccccc2)n1 | 10 | 0 | -4.9 | -6 | -2 | 0 | -1 | 11 | -3 | -15
COc1ccc(OC)c(-c2cc(C3CCN(c4cc(Cl)nc(N)n4)CC3)[nH]n2)c1 | -36 | 1 | 1.6 | -5 | -3 | -5 | -1 | -2 | 40* | 0
CC(C)c1cc(-c2cc(-c3ccccc3)on2)nc(NC2CCCC2)n1 | -10 | -4 | -0.5 | 5 | 3 | -2 | -1 | 1 | 3 | 0
CCCSc1nnc(NC(=O)CSc2nc3[nH]c(=O)cc(O)c3s2)s1 | 0 | 1 | -3.2 | 8 | 5 | 8 | -1 | -1 | 7 | 2
COc1cc(S(=O)(=O)N2CCN(C(=O)c3ccco3)CC2)ccc1Cl | 2 | 7 | -1.5 | -10 | 7 | 0 | -1 | 5 | 0 | 7
Cc1ccc(S(=O)(=O)N(C)Cc2ccc(C(=O)NN=C(CC(C)C)CC(C)C)cc2)cc1 | 2 | -1 | -2.0 | -1 | 4 | 2 | -5 | 3 | -1 | 9
O=C(Nc1sc2c(c1C(=O)NC1CC1)CCCCCC2)c1ccco1 | -2 | -5 | 7.2 | -3 | 1 | 2 | 3 | -2 | 9 | -9
CCn1c(N2CCN(CC(=O)c3c(C)n(C)c4ccc(OC)cc34)CC2)nc2c1c(=O)[nH]c(=O)n2C | / | 1 | -1.7 | -3 | -2 | -1 | 0 | 3 | -1 | 11
COC(=O)c1cc(S(=O)(=O)NCC2CCN(Cc3cccc(F)c3)CC2)c[nH]1 | 0 | 3 | -0.2 | -1 | 5 | -2 | -2 | -2 | -6 | 14
CCCNC(=O)Cn1nc(C(F)(F)F)cc1C | -4 | -4 | -0.1 | 4 | 2 | 0 | -1 | -3 | -1 | 9
CCOc1ccc2nc(NC(=O)CSc3nc4ccccc4c(=O)n3Cc3ccco3)sc2c1 | -6 | 3 | -0.1 | 2 | 4 | -3 | -4 | 1 | 0 | -5
COc1ccccc1OCCNC(=O)c1ccc(C)c(S(=O)(=O)N2CCOCC2)c1 | 5 | 4 | -0.4 | -7 | 7 | -2 | 2 | -10 | -4 | -12
CCN(C[C@H]1N[C@@](C)(C(=O)OC)[C@H]2C(=O)N(C)C(=O)[C@@H]12)S(=O)(=O)c1ccc(F)cc1 | 3 | -1 | -1.3 | -8 | -3 | 1 | 20 | 3 | 4 | 2
COc1cc2cc(CN(CCc3cccc(C)c3)C(=S)NCCCN3CCOCC3)c(=O)[nH]c2cc1OC | -7 | -1 | 0.3 | -7 | 6 | 3 | 0 | 8 | -2 | -2
COc1cc2c3nnc(-c4ccccc4)c-3cn(Cc3ccc(F)cc3)c2cc1OC | -19 | 0 | 0.1 | -2 | -2 | 11 | -2 | -9 | 1 | -2
O=C(COC(=O)CCCSc1nc2ccccc2[nH]1)Nc1ccc(Oc2ccccc2)cc1 | -32 | 0 | 0.8 | -8 | 7 | -6 | -2 | -64 | -1 | 7
Cc1ccc(Cn2c(Cc3ccccc3)nc3ccccc32)cc1 | -42 | 0 | -1.7 | -2 | 1 | -14 | 1 | -1 | -4 | -10
COc1ccc(OCC(=O)Nc2ccc3c(c2)CCC3)cc1 | -3 | 2 | -0.7 | -1 | -1 | -5 | -2 | 2 | -1 | -6
O=C(/C=C/c1ccccc1)N1CCC(c2ccccc2)C1 (configuration not stated) | -9 | 4 | -2.8 | 3 | 2 | -3 | -3 | -1 | 1 | 7

(more compounds)
SMILES | HTRA1 inhibitor | LEDGF integ inh | PG9 Ab binder | DDE Tn7 FP inh | TCR-CD3 inh | mABHD4 FP | UHRF1 MBD2 ctr | SIAE inh | PRMT1 inh | TDP2 inh
Cn1ccnc1SCC(=O)Nc1nc2ccccc2s1 | 7 | -2 | 1.1 | -1 | 8 | 5 | 5 | 0 | 2 | 5
O=C(NC(=S)NC(=O)c1ccccc1F)c1ccccc1F | -1 | -2 | -1.7 | -6 | -6 | -2 | 0 | -5 | 28* | 1
COc1ccc2c(c1)c(C(=O)N/N=C/c1cccc(Br)c1)c(C)n2C | -19 | 2 | -0.9 | -2 | 7 | 2 | -2 | 2 | -4 | 0
CCO[C@H]1OC(C(=O)N2CCN(Cc3ccccc3)CC2)=C[C@@H](c2coc3ccccc3c2=O)[C@@H]1CCCO | 0 | 1 | 0.8 | 5 | -4 | 7 | -2 | 12 | -1 | 4
COC(=O)C1C(O)=C(C=NCC(C)N=CC2=C(O)C(C(=O)OC)C(C)(C)CC2=O)C(=O)CC1(C)C (configuration not stated) | 0 | -2 | -0.3 | 6 | -3 | -3 | 2 | 1 | 4 | 2
O=C1CCCc2c1[nH]c1ccc(CN3CCCCC3)cc21 | 3 | 4 | 0.8 | -4 | 5 | 6 | -3 | 3 | -2 | -16
O=C(CN1C(=O)NC2(CCCC2)C1=O)N1CCN(S(=O)(=O)c2ccc(Cl)cc2)CC1 | -3 | 4 | 0.4 | -6 | -4 | 1 | 1 | 0 | -4 | -1
Cc1nc2scc(-c3ccc(C(C)(C)C)cc3)c2c(=O)n1N | -4 | 0 | 1.0 | 0 | 2 | -7 | -1 | -5 | -4 | 0
CCCCn1c(SC(C)C(=O)c2ccc(OC)cc2)nc2cc(S(N)(=O)=O)ccc21 (configuration not stated) | -36 | 2 | 0.7 | -8 | -12 | -20 | 5 | -3 | -1 | -17
CCOCCCn1c(=NC(=O)c2cccs2)c(C#N)cc2c(=O)n3cccc(C)c3nc21 | 1 | 1 | -2.6 | 2 | 2 | -1 | -3 | 4 | 0 | 15
Cc1cc(=O)[nH]c(N/N=C/c2ccc(Br)s2)n1 | 16 | 0 | -2.9 | -3 | -8 | 8 | 2 | 3 | -1 | -17
CCn1nnc(NC(=O)c2ccc(C(C)(C)C)cc2)n1 | -1 | -2 | 0.2 | 6 | -7 | 5 | 1 | 11 | 0 | 1
COc1ccccc1N1C(=O)C2C(c3ccc(F)cc3)NN(C(=O)c3ccc(C)cc3)C2C1=O (configuration not stated) | 1 | 7 | 0.9 | -6 | -4 | 34* | 10 | 1 | -3 | 0
O=C(O)c1ccc(NS(=O)(=O)c2ccc3c(c2)C(=O)c2ccccc2C3=O)cc1 | / | 1 | 1.7 | 6 | -4 | 36* | -3 | 5 | 0 | 11
CCOC(=O)Cn1c(=O)c2c(nc3n2CCN3c2ccc(C)cc2)n(C)c1=O | / | 4 | -1.4 | -7 | -5 | 5 | 5 | -1 | -4 | -13
CN(CC(=O)Nc1ccc(F)cc1)C(=O)C1CC(=O)N(Cc2ccccc2)C1 (configuration not stated) | 6 | 4 | -1.8 | 4 | 0 | -3 | 3 | 5 | -7 | -8
CCN(Cc1ccccc1)C(=O)c1ccc(C(=O)N(CC)Cc2ccccc2)cc1 | -4 | -4 | -0.9 | 1 | -6 | 1 | 0 | 5 | 2 | 0
CCOC(=O)c1sc(NC(=O)COC(=O)c2ccco2)nc1C | 2 | -2 | 1.5 | -4 | -1 | 3 | -2 | -2 | -4 | 4
O=C(NCCc1ccc(Cl)cc1)c1ccc2c(c1)ncn2C1CCCCC1 | / | -3 | / | 6 | / | 4 | 2 | -2 | 8 | 7
CC(=O)Nc1sc(C)c(C)c1C(=O)OCC(=O)NC(C)c1ccccc1 (configuration not stated) | -13 | -2 | -0.8 | -6 | -6 | -11 | 2 | 5 | 8 | -3
O=C(NN1CCOCC1)c1cc(-c2ccc(Br)cc2)nc2ccccc12 | 11 | -4 | -0.6 | 1 | 5 | 1 | 0 | -7 | -1 | 14
COc1ccccc1/C=C/C(=O)OCC(=O)Nc1ccc2c(c1)OCO2 | 0 | 1 | -1.3 | -7 | 4 | 6 | 5 | 6 | 2 | 9
c1ccc(Oc2nc(N3CCOCC3)nc(N3CCOCC3)n2)cc1 | 3 | 5 | -4.7 | 0 | 0 | -4 | 1 | 4 | 2 | -10
CC[C@H](C)[C@H](NC(=O)c1ccc(Cl)cc1)C(=O)OCC(=O)c1c(N)n(C)c(=O)n(C)c1=O | -5 | 5 | -0.9 | 3 | -10 | -20 | 5 | -5 | -3 | -15
N#CNC1=NCN(Cc2ccccc2)CN1 | 2 | 1 | 0.9 | 7 | 8 | 4 | -2 | -8 | -4 | 4
Cc1csc(NC(=O)CCS(=O)(=O)c2ccc(Br)cc2)n1 | 8 | -6 | 0.7 | 0 | -4 | -27 | 8 | -2 | -1 | 2
CCOC(=O)N1CCC(N2Cc3cccc(C(=O)Nc4ccccc4OC)c3C2=O)CC1 | -17 | -3 | -0.8 | -4 | -5 | 0 | 5 | -6 | -1 | 1
